Source: PubChem BioAssay (ICCB-Longwood Screening Facility, Harvard Medical School)
Polio RdRp inh = poliovirus RNA polymerase inhibition; poliovirus polymerase elongation, fluorescence polarization; hits give low values; % elongation, % (compound at 16.7 µg/mL); hit rate 0.66% among 150,000; AID 588519; in the data active = % elongation below about 90%; also: some results filed as inactive read as strong as hits
Target sequence (P03300 1749-2209 limits assumed): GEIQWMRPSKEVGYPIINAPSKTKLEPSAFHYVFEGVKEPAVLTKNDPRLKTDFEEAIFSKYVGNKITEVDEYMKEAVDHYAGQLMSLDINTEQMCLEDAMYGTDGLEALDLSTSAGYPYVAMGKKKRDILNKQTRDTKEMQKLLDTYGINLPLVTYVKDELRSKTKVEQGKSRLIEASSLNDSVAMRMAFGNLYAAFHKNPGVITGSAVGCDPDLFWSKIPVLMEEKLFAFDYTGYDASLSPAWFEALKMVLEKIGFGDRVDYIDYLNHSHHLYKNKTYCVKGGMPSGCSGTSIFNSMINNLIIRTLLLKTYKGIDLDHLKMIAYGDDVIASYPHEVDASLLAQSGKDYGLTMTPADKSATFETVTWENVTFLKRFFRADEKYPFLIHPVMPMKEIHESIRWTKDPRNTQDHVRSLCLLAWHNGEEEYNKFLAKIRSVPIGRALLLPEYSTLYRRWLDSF
Polio RdRp inh FP z-score = further read-out of Polio RdRp inh, marked with its call; z-score; measured here: FP z-score; hits read low
* hit, by the source's call.

Structure | Polio RdRp inh | Polio RdRp inh FP z-score
O=C(Nc1ccnn1Cc1cccs1)C(Sc1ccccc1)c1ccccc1 (configuration not stated) | 106.0 | 0.3
CNC(=O)CNC(=O)Nc1ccc(C)cc1 | 103.0 | 0.3
COc1ccc(COCC(O)CN(C)Cc2ccc3c(c2)OCCO3)cc1 (configuration not stated) | 98.0 | -1.1
O=C(NCC(F)(F)F)c1cccnc1Nc1cccc(C(F)(F)F)c1 | 97.0 | -0.8
CCc1ccccc1NC(=O)Cn1nnc(C(=O)NCc2ccco2)c1N | 112.0 | 0.7
C=CCN1CCN(C(c2ccccc2Cl)c2nnnn2C2CCCCC2)CC1 (configuration not stated) | 99.0 | -1
CCOC(=O)c1sc2cccc(F)c2c1S(=O)(=O)Nc1ccccc1F | 110.0 | 1.1
CCOc1ccc(CNC(=O)c2cc3c(=O)oc4ccc(C)cc4c3s2)cc1 | 108.0 | 0.5
CC1CCN(S(=O)(=O)c2ccc3c(c2)CCN3C(=O)NCc2ccccc2)CC1 | 101.0 | -0.3
CCOC(=O)Nc1ccc2c(COC(=O)c3cnc(Cl)c(Cl)c3)cc(=O)oc2c1 | 104.0 | 0.3
CCC1CCCCN1C(=O)c1noc2c1CC(C(C)(C)C)CC2 (configuration not stated) | 103.0 | 0.4
CCCN(CC1CC1)C(=O)Nc1ccccc1C | 104.0 | 1.9
CC1CN(C(=O)COC(=O)c2ccc(I)cc2)CC(C)O1 (configuration not stated) | 102.0 | 0.4
COc1ccc(S(=O)(=O)NCCNc2nc3cc(C)cc(C)c3cc2C#N)cc1 | 102.0 | 0.2
Cc1csc2nc(-c3ccc(NS(=O)(=O)c4cccc(F)c4)cc3)cn12 | 106.0 | -0.3
O=S(=O)(c1ccc(OC(F)(F)F)cc1)N1CCN(S(=O)(=O)c2cccs2)CC1 | 105.0 | 0.2
CCN1CCN(c2nc3c(S(=O)(=O)c4ccc(Br)cc4)nnn3c3ccsc23)CC1 | 111.0 | 0.6
COC(=O)c1sccc1S(=O)(=O)N(CC(=O)Nc1cc(C)ccc1C)c1ccc(C)c(C)c1 | 105.0 | -0.2
CN(C)C1(CNC(=O)COc2cccc(Cl)c2)CCCCC1 | 105.0 | -0.4
CCOc1ccc(-c2cc(NC(=O)Nc3ccc(F)cc3)c(C(=O)OC)s2)cc1 | 102.0 | -0.2
CCc1ccc(Nc2nnc(-c3cc4cc(OC)ccc4oc3=O)s2)cc1 | 110.0 | 0.7
COC(=O)c1cc2occc2n1CC(=O)N(C)C1CCCCC1 | 104.0 | 0.4
O=C(CCCn1c(=O)oc2ccccc21)Oc1ccc2c(c1)OCO2 | 108.0 | 0.5
COc1cccc(NC(=O)N2CCN(C/C=C/c3ccccc3)CC2)c1 | 104.0 | 0.8
COc1cccc(OC)c1/C(O)=C(\C#N)c1nc2ccccc2s1 | 102.0 | 0.5
Cn1c(=O)sc2cc(NS(=O)(=O)c3ccc(C(C)(C)C)cc3)ccc21 | 108.0 | 0.3
CCOC(=O)Cn1cnc(=O)c(C#N)c1C | 99.0 | -0.4
CCOc1ccc(-c2nn(-c3ccc(F)cc3)c3c2cnc2ccc(F)cc23)cc1 | 109.0 | -0.1
CCOC(=O)c1[nH]c(C)c(C(=O)OCc2nnc(-c3ccc(Cl)cc3)o2)c1C | 102.0 | -0.2
COc1ccc2c(CC(=O)OCC(=O)c3ccccc3)coc2c1 | 99.0 | -0.5
CC1CN(C(=O)Nc2ccc(Cl)cc2)c2ccccc2O1 (configuration not stated) | 101.0 | 0
CCOc1ccc(NC2=CC(=O)CC(C)(C)C2)cc1 | 102.0 | 0
O=C(c1ccccc1)c1nnn(-c2ccccc2)c1Nc1ccccc1 | 102.0 | -0.1
O=C(NC1CC(=O)N(c2ccc(F)cc2)C1)c1ccc(S(=O)(=O)N2CCCCC2)cc1 (configuration not stated) | 108.0 | 0.2
COc1ccccc1C(=O)Nc1nc2nc(C)cc(=O)n2[nH]1 | 105.0 | -0.3
CCOC(=O)C1CCN(C(=O)C2CCN(C3=NS(=O)(=O)C(c4ccc(C)c(C)c4)=C3C)CC2)CC1 | 116.0 | 1.5
CCCc1nc2c3ccccc3nc(=S)n2[nH]1 | 103.0 | 0.3
COc1cccc(N2CCN(C(=O)c3cccn3-c3nnc(N4CCCC4)s3)CC2)c1 | 99.0 | -1.7
CCOC(=O)c1c(C)[nH]c(C)c1S(=O)(=O)NCC(=O)N1CCN(c2ccccc2F)CC1 | 106.0 | 0
O=C1c2ccccc2NC(c2ccccc2Cl)N1c1ccc(F)cc1 (configuration not stated) | 96.0 | -0.4

2 compounds picked at random from the list so far:
Structure | Polio RdRp inh | Polio RdRp inh FP z-score
COc1cccc(N2CCN(C(=O)c3cccn3-c3nnc(N4CCCC4)s3)CC2)c1 | 99.0 | -1.7
O=C(c1ccccc1)c1nnn(-c2ccccc2)c1Nc1ccccc1 | 102.0 | -0.1

The listing continues:
Structure | Polio RdRp inh | Polio RdRp inh FP z-score
C=CCN(CC=C)S(=O)(=O)c1ccc(C(=O)O)cc1 | 101.0 | -0.1
CCCOC(=O)CSC1=C(C#N)C(c2ccccc2C)C(C#N)C(=O)N1 (configuration not stated) | 106.0 | 0.8
C1=C(c2cccnc2)Nc2ncnn2C1c1cccs1 (configuration not stated) | 76.0 | -8.5
O=C1C(c2ccc(F)cc2)N(C2CCCC2)C(=O)CN1C1CCCC1 (configuration not stated) | 98.0 | -0.8
Cc1ccc(C)c(N2CCN(C(=O)c3ccc(Nc4nc5ccccc5n5nnnc45)cc3)CC2)c1 | 109.0 | 1
Cc1coc2c(C)c3oc(=O)c(CC(=O)NCCc4ccc(Cl)cc4)c(C)c3cc12 | 114.0 | 1.4
O=C(COC(=O)c1ccc(S(=O)(=O)NCc2ccco2)cc1)NC1CCCCCC1 | 104.0 | 0.3
O=C1Nc2ccc(Br)cc2C1(O)Cc1ccncc1 (configuration not stated) | 99.0 | -0.7
CC(C)CC(=O)N/C(N)=N/c1nc2ccccc2o1 | 103.0 | 0.4
CC1CCC(NS(=O)(=O)c2cccc(C(F)(F)F)c2)CC1 (configuration not stated) | 100.0 | 0
CCN(C(=O)CN1C(=O)c2ccccc2S1(=O)=O)c1cccc2ccccc12 | 101.0 | -0.2
Cc1ccc(-n2nc(CO)c(C(=O)NC(C)CCCc3ccccc3)n2)cc1 (configuration not stated) | 97.0 | -2.2
O=C1CCC/C1=C1\SCC(=O)N1c1ccccc1 | 101.0 | -0.3
CCn1cc(C(C)NC(=O)Nc2ccccc2C(=O)OC)c(C)n1 (configuration not stated) | 102.0 | 0.5
OCCSc1nc2ccccc2n1Cc1ccccc1 | 103.0 | 0.1
COC(=O)c1c(NC(=O)Nc2ccccc2)sc2c1CCCC2 | 109.0 | 0.6

(cont.)
Values run as follows: Polio RdRp inh | Polio RdRp inh FP z-score
CC(C)NC(=O)Oc1cccc(Cl)c1
    100.0 | -0.4
Cc1cc(C)nc(SCC(=O)NN)n1
    109.0 | 0.7
COC(=O)C1=C(N)N(c2ccc(C)cc2)C2=C(C(=O)CCC2)C1c1ccc(OC)cc1 (configuration not stated)
    106.0 | 0.4
O=C1c2ccccc2-c2nn(C(=O)c3ccco3)c3cccc1c23
    104.0 | 0.6
O=C(OCc1cc(Cl)c2c(c1)OCCO2)C12CC3CC(CC(O)(C3)C1)C2
    102.0 | -0.1
COc1ccccc1NC(=O)/C=N/OCc1nc2sc(C)c(C)c2c(=O)[nH]1
    115.0 | 1.5
COc1ccc(Cl)cc1NC(=O)CSc1nnc(C)n2c1cc1occc12
    109.0 | 0.2
O=c1[nH]c2ccc(Cl)cc2c(=O)n1Cc1ccccc1
    100.0 | -1.5
CCN1CCc2c(OC)cccc2C1=O
    100.0 | -0.1
CCCCOC(=O)c1ccc2c3c(onc13)-c1ccccc1C2=O
    91.0 | -4.6
CCc1ccc(/C=C2/C(=O)N(c3ccccc3)N=C2C)cc1
    101.0 | -0.3
Cc1ccn2cc(-c3cccc(NC(=O)CCC(=O)O)c3)nc2c1
    101.0 | -0.2
CC1CN(C(=S)Nc2ccccc2)CC(C)O1 (configuration not stated)
    98.0 | -1.1
CCOc1ccc(NC(=O)CCn2cccn2)cc1
    101.0 | -1.2
O=C1/C(=C/c2ccc3c(c2)OCO3)NC(=S)N1C1CCCCC1
    100.0 | -0.3
Cn1nnnc1SCCCNCc1ccsc1
    104.0 | 1
Cc1cc(S(=O)(=O)NCc2nc(N)n(S(=O)(=O)c3ccc(F)c(C)c3)n2)ccc1F
    101.0 | -0.5
O=C(NCc1ccc(-c2cccs2)s1)NC(=O)c1ccccc1
    101.0 | -0.3
COc1ccc([C@H]2CC(=O)c3c(O)cc(O)cc3O2)cc1O
    104.0 | 0.8
CCN(CC)C(=O)Cn1cc(S(=O)(=O)CC(=O)N2CC(C)OC(C)C2)c2ccccc21 (configuration not stated)
    104.0 | 0.7
CCCCC(O)(c1ccc(OC)cc1)C(CN1CCOCC1)c1ccccc1 (configuration not stated)
    102.0 | -0.3
CC(=O)N1CCN(c2ccc(NC(=O)CSc3nc4ccccc4o3)cc2)CC1
    103.0 | 0.4
COc1ccc(C(=O)NC2CCN(CC(=O)N3CCCCCC3)CC2)cc1
    101.0 | -0.3
COc1ccc(CNC(=O)c2cnn(-c3ccc(C)cc3)c2C2CCN(C(=O)OC(C)(C)C)CC2)cc1
    99.0 | -0.5
CC(C)c1ccc(NC(=O)CSCc2csc3ccccc23)cc1
    103.0 | -0.2
Cc1cccc(CN2CCC(CNC(=O)c3ccc4c(Cl)c5c(nc4c3)CCCC5)CC2)c1
    101.0 | -0.7
COc1cccc(CNC(=O)CN2C(=O)N(c3ccc(C)cc3C)S(=O)(=O)c3ccccc32)c1OC
    103.0 | -0.9
Cn1nnc(NC(=S)NC(=O)c2cccs2)n1
    102.0 | 0.4
COc1cccc(CNC(=O)CN2C(=O)CSc3c2c(C)nn3-c2ccccc2)c1OC
    110.0 | 0.8
Clc1ccc(-c2ncnn2-c2cccc(Cl)c2)cc1
    102.0 | 0

4 of the compounds above, as labelled records.
> CC(C)c1ccc(NC(=O)CSCc2csc3ccccc23)cc1
  Polio RdRp inh: 103.0; Polio RdRp inh FP z-score: -0.2
> Cc1cccc(CN2CCC(CNC(=O)c3ccc4c(Cl)c5c(nc4c3)CCCC5)CC2)c1
  Polio RdRp inh: 101.0; Polio RdRp inh FP z-score: -0.7
> COc1ccc(CNC(=O)c2cnn(-c3ccc(C)cc3)c2C2CCN(C(=O)OC(C)(C)C)CC2)cc1
  Polio RdRp inh: 99.0; Polio RdRp inh FP z-score: -0.5
> CCCCC(O)(c1ccc(OC)cc1)C(CN1CCOCC1)c1ccccc1 (configuration not stated)
  Polio RdRp inh: 102.0; Polio RdRp inh FP z-score: -0.3

New compounds follow:
Values run as follows: Polio RdRp inh | Polio RdRp inh FP z-score
CCSC1=C(C#N)C(=O)NC(c2ccc(N(C)C)cc2)S1 (configuration not stated)
    100.0 | 0
COc1ccccc1NC(=O)NCc1cccn1Cc1ccccc1
    100.0 | -0.4
O=C(CCC(=O)N1CCN(S(=O)(=O)Cc2ccccc2)CC1)c1cccs1
    98.0 | -0.6
COc1ccc(NC(=O)Cn2c(=O)n(-c3ccccc3)c(=O)c3ccc(C(=O)NCc4ccco4)cc32)cc1
    104.0 | 1.4
CCOC(=O)c1sc(SCCS(=O)(=O)c2ccc(Cl)cc2)c2c1CCCC2=O
    102.0 | -0.7
CCOC(=O)CSc1nc2ccc(NC(=O)COc3ccc(F)cc3)cc2s1
    112.0 | 1.1
CCN(CC)c1ccc(/C=C(/C#N)c2ccc3c(c2)OCO3)cc1
    99.0 | -0.2
Cc1ccccc1NC(=O)CCOc1ccccc1
    107.0 | 0.5
CC1Nc2ccc(C(=O)N3CCC4(CC3)OCCO4)cc2NC1=O (configuration not stated)
    103.0 | 0.4
COc1ccc(C2=NN(S(C)(=O)=O)C(c3ccccc3OC)C2)cc1 (configuration not stated)
    115.0 | 3.1
O=C(Nc1cccc2nsnc12)c1ccc(Cl)cc1
    103.0 | 0.1
O=C(c1ccccc1)N1CCN(S(=O)(=O)N2CCOCC2)CC1
    103.0 | 0.4
CCOc1ccc(CNC(=O)c2ccc3[nH]c(C)c(C)c3c2)cc1OC
    106.0 | -0.1
Cc1nc(SCC(N)=O)c2c3c(sc2n1)CCCC3
    101.0 | -0.3
C=CCN(CC=C)C(=O)CCN1C(=O)c2ccccc2C1=O
    101.0 | -0.1
Cc1ccc(OCC(=O)NC2CC2)cc1
    101.0 | -0.3
CC1CN=C(NCCSc2ccc(Cl)cc2)S1 (configuration not stated)
    104.0 | 0.2
CCOC(=O)c1c(S(=O)(=O)NCC(=O)NCc2ccccc2Cl)c(C)n(C)c1C
    105.0 | -0.2
CC(C)(Oc1ccc(Cl)cc1)C(=O)Nc1nc2ccc(S(C)(=O)=O)cc2s1
    107.0 | 0.5
COc1ccccc1NC(=O)C1CCN(C(=O)c2sc3nc[nH]c(=O)c3c2C)CC1
    103.0 | -1.1
O=C(Nc1nc2c(s1)CCCCCC2)Nc1ccc(F)cc1F
    109.0 | 0.5
NC(=O)c1c(-c2ccc(F)cc2)noc1N
    101.0 | 0.2
C=CCNC(=S)Nc1ccc(Br)cc1
    93.0 | -2.5
CCOC(=O)c1cccc(NC(=O)CCc2c(C)nn(-c3ccc(N4CCCC4)nn3)c2C)c1
    106.0 | 0.1
O=C(NC1CCCC1)C(c1ccccc1)N(C(=O)c1ccco1)C1CCCC1 (configuration not stated)
    103.0 | 0.3
NC(=O)N/C(CSCc1c(F)cccc1Cl)=N/O
    102.0 | 0.2
COc1ccccc1/C=C/c1nc(C#N)c(N2CCCCCC2)o1
    110.0 | 0.3
CCS(=O)(=O)N1CCc2cc(C(=O)NCc3ccc(Cl)cc3)ccc21
    107.0 | -0.2
CCOC(=O)c1ccc(NC(=O)CSC(=S)N2CCOCC2)cc1
    95.0 | -0.6
CC(C)C(C1=C(O)CC(C)(C)CC1=O)C1C(=O)CC(C)(C)CC1=O (configuration not stated)
    101.0 | -0.2
N=Cc1c(O)n(-c2ccccc2)c2ccccc12
    95.0 | -0.5

Some of the compounds tested; rates above refer to the full screens.
